# Bioassay records from PubChem.
# FadD28 FP inh – inhibitors of FadD28 bisubstrate probe binding, primary screen, biochemical, fluorescence polarization, single point; 360,000 tested, 0.22% active; AID 588549, 2011; inhibition, % at 12.5 µM; Mycobacterium tuberculosis FadD28 fatty-acid-AMP ligase; in the data active = inhibition above about 8.5%, passing the limit was not always enough; inconclusive = no clear call, values can overlap the other calls
# Mtb BioA inh – M. tuberculosis BioA enzyme inhibitors, primary screen, biochemical, plate reader, single point, HTS. 7,8-diaminopelargonic acid synthase BioA (Mycobacterium tuberculosis). purified M. tuberculosis BioA enzyme. inhibition, % at 9.99 µM. 360,000 tested, 0.096% active. AID 602481, 2012; in the data active = inhibition above about 40%; inconclusive = no clear call, values can overlap the other calls
# PrPC surface inh – inhibitors of human cell surface prion protein PrPC, primary screen, cell-based, TR-FRET; Major prion protein (Homo sapiens), P04156; TR-FRET read-out; inhibition, % at 13.8 µM; 370,000 tested, 0.43% active; AID 720596, 2013; in the data active = inhibition above about 24%; note: 0% = median of the test wells and 100% = reference compound wells
# Rv3671c protease – Rv3671c serine protease inhibitors, primary screen, biochemical, fluorescence polarization, M. tuberculosis H37Rv; inhibition, % at 5.96 µM; 320,000 tested, 0.048% active; in the data active = inhibition above about 38%;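 note: extracellular domain of Rv3671c used as enzyme; 0% = enzyme with DMSO and 100% = no enzyme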
# BoNT F protease – BoNT/F light chain protease inhibitors, primary screen, biochemical, flow cytometry, MLPCN library. Botulinum neurotoxin type F light chain protease (Clostridium botulinum). Multiplex microsphere protease cleavage assay. inhibition, % at 10 µM. 360,000 tested, 0.22% active. AID 588497, 2011; in the data active = inhibition above about 35%, passing the limit was not always enough; inconclusive = no clear call, values can overlap the other calls; note: plate controls were buffer without enzyme for full effect and enzyme alone for no effect
# Mtb UGM inh – M. tuberculosis UGM enzyme inhibitors, primary screen, biochemical, fluorescence polarization, single point. 320,000 tested, 0.06% active. UDP-galactopyranose mutase (Mycobacterium tuberculosis (strain ATCC 25618 / H37Rv)), …. purified UGM, fluorescence polarization probe displacement. inhibition, % at 10 µM; in the data active = inhibition above about 10%, passing the limit was not always enough; inconclusive = no clear call, values can overlap the other calls
# Target sequence (P9WIQ1 whole entry, looked up): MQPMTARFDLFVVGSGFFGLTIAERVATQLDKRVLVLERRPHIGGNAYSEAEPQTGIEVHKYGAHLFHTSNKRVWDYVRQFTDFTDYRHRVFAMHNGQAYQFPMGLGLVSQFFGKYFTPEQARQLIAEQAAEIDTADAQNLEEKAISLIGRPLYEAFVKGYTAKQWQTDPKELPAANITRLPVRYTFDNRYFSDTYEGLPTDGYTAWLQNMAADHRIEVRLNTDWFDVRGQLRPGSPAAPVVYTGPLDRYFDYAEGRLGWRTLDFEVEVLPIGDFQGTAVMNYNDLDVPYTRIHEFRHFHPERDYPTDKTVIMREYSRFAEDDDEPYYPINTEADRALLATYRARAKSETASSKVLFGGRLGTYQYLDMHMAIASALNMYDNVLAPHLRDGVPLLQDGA
# MazF activator – activators of E. coli MazEF toxin-antitoxin RNase, primary screen, biochemical, fluorescence, uHTS. AID 504720, 2011. FAM/BHQ RNA-DNA oligo cleavage fluorescence, 5 h. 350,000 tested, 0.32% active. activation, % at 20 µM; in the data active = activation above about 50%
# Target sequence (P0AE70 whole entry, looked up): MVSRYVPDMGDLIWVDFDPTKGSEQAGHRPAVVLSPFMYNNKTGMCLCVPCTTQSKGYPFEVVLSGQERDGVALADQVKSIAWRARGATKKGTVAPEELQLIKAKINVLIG
# GDH-TPI counter – GDH-TPI coupling enzyme inhibitors, primary screen, artefact control for M. tuberculosis FBA inhibitor project, biochemical, absorbance, full deck; GDH-TPI coupled enzyme counterscreen, NADH absorbance; 360,000 tested, 1.2% active; inhibition, % at 4.8 µM; in the data active = inhibition above about 30%;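 note: 0% = DMSO wells and 100% = wells lacking the enzyme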
# FBA Mtb inh – Mtb FBA enzyme inhibitors, primary screen, biochemical, fluorescence, strain H37Rv; purified M. tuberculosis FBA, fluorescence read-out; Fructose-bisphosphate aldolase (Mycobacterium tuberculosis (strain ATCC 25618 / H37Rv)), …; 360,000 tested, 2.3% active; inhibition, % at 1 µM; AID 588726, 2011; in the data active = inhibition above about 27%;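 note: 0% = vehicle and 100% = reference inhibitor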
# Target sequence (P9WQA3 whole entry, looked up): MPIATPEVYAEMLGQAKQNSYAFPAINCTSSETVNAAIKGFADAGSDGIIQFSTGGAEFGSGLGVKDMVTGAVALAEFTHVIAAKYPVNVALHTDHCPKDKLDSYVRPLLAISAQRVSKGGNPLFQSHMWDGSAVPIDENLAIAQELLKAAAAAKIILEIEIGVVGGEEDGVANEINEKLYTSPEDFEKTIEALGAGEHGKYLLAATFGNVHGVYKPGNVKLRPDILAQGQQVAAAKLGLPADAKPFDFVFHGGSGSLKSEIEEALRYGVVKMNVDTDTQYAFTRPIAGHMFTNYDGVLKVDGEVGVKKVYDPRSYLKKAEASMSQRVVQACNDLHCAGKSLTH
# * marks the source's active call; other numbers are inactive results; ? = inconclusive; . = not tested or not shown. Compounds as they come, and some 4.8% of all compounds hit somewhere here.
# Start of the data: the first 15 entries, to show the layout:
SMILES,FadD28 FP inh,Mtb BioA inh,PrPC surface inh,Rv3671c protease,BoNT F protease,Mtb UGM inh,MazF activator,GDH-TPI counter,FBA Mtb inh
COc1ccccc1N(CC(=O)N/N=C(\C)c1cccc(Br)c1)S(C)(=O)=O,-1.8,.,1,3,-5,0.6,6,1,1
ClC1=C(Cl)C2(Cl)C3C(Cl)C=CC3C1(Cl)C2(Cl)Cl (stereo not given),-3.2,0.0,2,0,-2,-0.2,-1,3,-1
O=C(Nc1ccc(Cl)cc1C(F)(F)F)C(Sc1cccc[n+]1[O-])c1ccccc1 (stereo not given),-2.5,.,2,6,-2,-3.1,-3,-3,-1
CCOc1ccc(CCNC(=O)COC(=O)c2cccc(N(C)C)c2)cc1OCC,-0.8,.,-2,-7,3,0.8,4,1,8
CC(C)[C@H](NC(=O)c1cccc(S(=O)(=O)N2CCOCC2)c1)C(=O)OCC(=O)Nc1cccc(Br)c1,-3.8,-3.1,12,.,7,.,-7,-1,-2
COc1ccc2c(C)c(CCC(=O)NCCCN3CCCC3=O)c(=O)oc2c1C,-0.6,-0.1,-4,-8,-10,1.6,2,22,116*
CCCC(CC)Sc1nc2c([nH]1)c(=S)n(C)c(=O)n2C (stereo not given),0.8,4.1,2,.,-5,.,1,20,4
Cc1cc(C)c2sc(N)nc2c1,-1.0,0.3,1,-2,10,1.4,13,-1,1
CC[C@@]12C(=O)N(c3ccccc3)C(=O)N1[C@H](c1ccc(Br)cc1)[C@@H]1C(=O)N(C(C)(C)C)C(=O)[C@@H]12,-4.2,1.5,6,4,2,-0.1,-8,-4,1
Cn1c(=O)c2c(nc(Oc3cccc(Br)c3)n2C)n(C)c1=O,-2.5,1.6,1,-7,?,0.4,7,-6,-1
CCN(CC)S(=O)(=O)c1ccc2oc(C(=O)N3CCc4ccccc4C3)c(C)c2c1,-2.6,.,.,1,1,-2.6,-3,0,0
Cc1cccc(/C=C2/SC(=O)N(Cc3ccccc3)C2=O)n1,1.9,-4.3,-6,-6,7,0.1,-15,15,-1
O=C(c1cc2ccccc2oc1=O)N(Cc1ccccc1)CC1CCCO1 (stereo not given),-1.0,1.5,-5,7,-4,-0.5,-4,-1,3
O=C(O)c1ccc2c(=O)n3c(nc2c1)/C(=C/c1ccc(C(F)(F)F)cc1)CC3,.,1.8,-15,3,5,2.0,-4,28,28*
CC(C)(C)C1=C(C#N)C(c2ccncc2)C(C#N)=C(N)O1 (stereo not given),-1.7,0.4,-6,5,5,-0.5,-2,8,1

# Main list, from the start:
SMILES,FadD28 FP inh,Mtb BioA inh,PrPC surface inh,Rv3671c protease,BoNT F protease,Mtb UGM inh,MazF activator,GDH-TPI counter,FBA Mtb inh
COc1ccccc1N(CC(=O)N/N=C(\C)c1cccc(Br)c1)S(C)(=O)=O,-1.8,.,1,3,-5,0.6,6,1,1
ClC1=C(Cl)C2(Cl)C3C(Cl)C=CC3C1(Cl)C2(Cl)Cl (stereo not given),-3.2,0.0,2,0,-2,-0.2,-1,3,-1
O=C(Nc1ccc(Cl)cc1C(F)(F)F)C(Sc1cccc[n+]1[O-])c1ccccc1 (stereo not given),-2.5,.,2,6,-2,-3.1,-3,-3,-1
CCOc1ccc(CCNC(=O)COC(=O)c2cccc(N(C)C)c2)cc1OCC,-0.8,.,-2,-7,3,0.8,4,1,8
CC(C)[C@H](NC(=O)c1cccc(S(=O)(=O)N2CCOCC2)c1)C(=O)OCC(=O)Nc1cccc(Br)c1,-3.8,-3.1,12,.,7,.,-7,-1,-2
COc1ccc2c(C)c(CCC(=O)NCCCN3CCCC3=O)c(=O)oc2c1C,-0.6,-0.1,-4,-8,-10,1.6,2,22,116*
CCCC(CC)Sc1nc2c([nH]1)c(=S)n(C)c(=O)n2C (stereo not given),0.8,4.1,2,.,-5,.,1,20,4
Cc1cc(C)c2sc(N)nc2c1,-1.0,0.3,1,-2,10,1.4,13,-1,1
CC[C@@]12C(=O)N(c3ccccc3)C(=O)N1[C@H](c1ccc(Br)cc1)[C@@H]1C(=O)N(C(C)(C)C)C(=O)[C@@H]12,-4.2,1.5,6,4,2,-0.1,-8,-4,1
Cn1c(=O)c2c(nc(Oc3cccc(Br)c3)n2C)n(C)c1=O,-2.5,1.6,1,-7,?,0.4,7,-6,-1
CCN(CC)S(=O)(=O)c1ccc2oc(C(=O)N3CCc4ccccc4C3)c(C)c2c1,-2.6,.,.,1,1,-2.6,-3,0,0
Cc1cccc(/C=C2/SC(=O)N(Cc3ccccc3)C2=O)n1,1.9,-4.3,-6,-6,7,0.1,-15,15,-1
O=C(c1cc2ccccc2oc1=O)N(Cc1ccccc1)CC1CCCO1 (stereo not given),-1.0,1.5,-5,7,-4,-0.5,-4,-1,3
O=C(O)c1ccc2c(=O)n3c(nc2c1)/C(=C/c1ccc(C(F)(F)F)cc1)CC3,.,1.8,-15,3,5,2.0,-4,28,28*
CC(C)(C)C1=C(C#N)C(c2ccncc2)C(C#N)=C(N)O1 (stereo not given),-1.7,0.4,-6,5,5,-0.5,-2,8,1
CSc1sc(C(=O)NN)c2c1C1(CCC2)SCCS1,-3.6,-2.1,6,0,6,1.5,4,-3,-1
Cc1cc(C)c(S(=O)(=O)/N=C2\C=C(NS(=O)(=O)c3ccccc3)C(=O)c3ccccc32)c(C)c1,-2.2,-0.9,4,-33,4,-0.5,0,0,-3
C1=C(CCNCc2ccccc2)CCCC1,0.5,-0.5,-8,0,-5,0.7,11,3,0
O=C(NC(CC(=O)N1CCN(c2ccc([N+](=O)[O-])cc2)CC1)c1ccccc1)c1ccccc1Cl (stereo not given),0.4,.,-18,-6,-3,-0.2,10,14,-1
COc1ccc(/C(N)=N/O)c(OC)c1,-2.3,-1.6,-1,4,-5,-1.1,-31,-3,3
CCCN1CNC(=S)N(c2ccccc2C)C1,-0.6,.,6,1,0,-0.1,1,0,0
Cc1sc2ncn(CC(=O)NCCCC(=O)N3CCC(C(N)=O)CC3)c(=O)c2c1C,-0.3,-0.1,-3,2,-7,0.1,4,-2,-1
Cc1cc2ccccc2n1CCNC(=O)c1ccc(S(=O)(=O)N2CCCCC2)cc1,2.8,-2.9,20,5,-124,-1.3,-3,15,4
O=C(Cn1cnc2c(cnn2-c2ccccc2)c1=O)NCc1ccccc1,-3.4,1.1,-2,-5,11,-0.3,6,-1,8
Cc1nn(-c2ccccc2)c(C)c1CNC(=O)c1ccc(S(=O)(=O)NCc2ccco2)cc1,0.4,.,4,-2,-2,0.8,-1,1,2
SMILES,FadD28 FP inh,Mtb BioA inh,PrPC surface inh,Rv3671c protease,BoNT F protease,Mtb UGM inh,MazF activator,GDH-TPI counter,FBA Mtb inh
CC(C)CC1=NN(C(=O)c2ccncc2)C(O)(C(F)(F)F)C1 (stereo not given),-1.1,-1.5,8,0,-6,-1.2,7,5,1
O=C(NCc1cccc(C(F)(F)F)c1)c1c[nH]c(=O)s1,-1.5,-0.4,7,.,-16,.,.,8,4
Cc1ccc(C)c2[nH]c(=O)c(C(c3nnnn3C(C)(C)C)N3CC=C(c4ccc(F)cc4)CC3)cc12 (stereo not given),-7.9,.,0,.,7,.,4,18,-1
CCO[C@H]1OC(C(=O)NCc2ccccc2)=C[C@@H](c2ccc(C(F)(F)F)cc2)[C@@H]1CCCO,-5.0,0.4,6,0,-5,-1.2,8,2,-2
Cc1ccc(-n2c(=S)[nH]c3sc4c(c3c2=O)CCC4)cc1,0.2,.,-5,12,8,2.0,-8,9,3
CCOC(=O)c1cc(CC)sc1NC(=O)c1cccc(N2C(=O)CCC2=O)c1,-0.9,.,-1,-15,2,3.2,-2,0,-1
Cn1c(=O)oc2cc(S(=O)(=O)NCCC(=O)NCc3ccccc3Cl)ccc21,-3.8,1.6,-2,-7,5,1.5,4,0,-2
CCOc1ccccc1N=Nc1c(C)[nH]n(C(N)=S)c1=O,-1.1,-2.2,-4,2,56*,-1.4,-17,14,-8
COc1ccc(C2=NOC(Cn3nc(-c4ccccc4)cc3C(=O)NCc3cccs3)C2)cc1 (stereo not given),-2.2,-3.5,-6,-57,-1,-3.3,-4,8,-2
Cc1ccc(NC(=O)COC(=O)c2ccc(-n3nc(C)cc3C)cc2)c(F)c1,-0.9,-0.4,5,-5,.,-0.6,2,-2,0
Nc1ccccc1SC1CC(=O)N(Cc2ccccc2)C1=O (stereo not given),-3.4,.,10,-7,4,-0.4,5,-4,-10
COc1ccc(NC(=S)c2ccc3ccccc3n2)cc1,-1.3,-1.3,.,-11,0,0.5,4,7,-2
COc1ccc(NC(=O)Cc2csc(NC(=O)Nc3ccccc3OC)n2)c(OC)c1,-3.0,-0.4,15,10,.,-1.8,-2,-1,-3
Cc1c(C(=O)COC(C)(C)C)[nH]c2ccccc12,-0.6,-0.4,5,-1,18,0.8,0,3,5
Cc1ccc(S(=O)(=O)N(C)C[C@@H]2Oc3ccc(NC(=O)Nc4cccc5ccccc45)cc3C(=O)N([C@H](C)CO)C[C@H]2C)cc1,2.2,7.5,-2,-121,1,-0.7,-12,17,4
CCN(CC)c1ccc(C(=C2C=CC(=[N+](CC)CC)C=C2)c2ccccc2)cc1,-2.7,.,85*,.,.,.,22,4,0
O=C(CCc1ccccc1)Nc1cccc([N+](=O)[O-])c1,-1.1,3.1,-16,6,0,1.3,-2,6,-2
Cc1ccc(NC(=O)CSC2=NN3CCCC(=O)N=C3S2)c(C)c1,-2.8,-2.5,7,3,-1,1.9,3,-2,1
Cc1nn(-c2ccc(NC(=O)c3ccncc3)cc2)c(C)c1Cl,-3.2,-1.3,16,.,-6,0.4,5,2,1
CCOC(=O)Cn1c(=O)oc2cc(S(=O)(=O)Nc3ccc(F)cc3)ccc21,-1.2,-0.2,8,-2,4,3.5,3,7,6
CCc1nc2c(OCC(=O)C(C)(C)C)cccn2c1N(C)C(=O)Nc1ccccc1OC,-1.0,-2.3,-3,.,-3,.,.,15,0
CC(c1nc2ccccc2c(=O)[nH]1)N(C)CCOc1ccc(Cl)cc1 (stereo not given),-1.0,1.0,-2,8,-7,4.4,12,5,-1
COC(=O)C1=C(C)Nc2sc(C(N)=O)c(N)c2C1c1ccncc1 (stereo not given),0.9,76*,-3,1,-4,-1.0,1,17,14
CNc1ccc(S(=O)(=O)NC)cc1[N+](=O)[O-],-1.2,.,-21,3,-4,-4.0,-10,-1,-2
O=C1CC(C(=O)N2CCC3(CC2)OCCO3)CN1CCc1ccccc1 (stereo not given),-3.2,-1.3,2,-1,-2,-0.7,4,0,1
SMILES,FadD28 FP inh,Mtb BioA inh,PrPC surface inh,Rv3671c protease,BoNT F protease,Mtb UGM inh,MazF activator,GDH-TPI counter,FBA Mtb inh
Cc1ccccc1C(=O)Nc1ccc(C(=O)N/N=C/c2ccc(O)c(Br)c2)cc1,-1.3,.,-7,-31,0,-1.8,4,27,-5
CCCOC(=O)C1=C(C)NC2=C(C(=O)CCC2)C1c1cccc(OC)c1OC (stereo not given),0.0,.,4,-7,-6,3.8,3,16,17
O=C(COc1nnc2ccccn12)N1CCN(S(=O)(=O)c2ccccc2)CC1,-2.9,-0.8,-7,-4,10,4.0,2,2,35*
O=C(Nc1cccc(F)c1)c1cc(S(=O)(=O)N2CCOCC2)ccc1N1CCCC1,.,0.6,.,1,-3,-0.6,-187,-3,-1
O=C(O)CCC1COc2ccccc2O1 (stereo not given),-2.4,.,4,0,4,-0.7,1,2,0
COC(=O)Cn1c(=NC(=O)CN2C(=O)CCC2=O)sc2cc(S(N)(=O)=O)ccc21,-0.5,-4.9,1,4,-1,2.2,4,1,-3
